High-throughput results from PubChem.
Tn6 DDE FP: inhibitors of Tn6 peptide binding to human fibrin DD(E); P02675; Fibrin DD(E) TRITC-Tn6 fluorescence polarization displacement; inhibition, % at 8.3 µM; actives 0.21% (n = 370,000);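 active means inhibition above a per-campaign cutoff: mean of compounds within control limits plus 3 SD, cut at about 15% in these data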;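 further: 0% = median of all compound wells on the plate and 100% = blocking peptide control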
NPR2 activator: GC-B (human) receptor activation; activation, % at 10 µM; HEK293-GC-B cells, CNP EC30, cGMP TR-FRET; 0% at EC30 CNP, 100% saturating CNP; P20594; AID 1920062; actives 0.11% (n = 370,000);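 active means activation at 10 µM reaching about 35% in either raw or pattern-adjusted values, limit read from the data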
ASAP1 GAP inh: inhibitors of human ASAP1 ArfGAP activity; Q9ULH1; AID 624377; inhibition, % at 16.5 µM; actives 0.19% (n = 360,000); ASAP1-stimulated ARF1 GTP hydrolysis, GDP FP detection; in the data active means inhibition above about 25%;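 further: 0% = vehicle with enzyme and substrate and 100% = no enzyme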
ARFGAP1 inhibitor: rat ARFGAP1 inhibition; Q62848; Arfgap1-stimulated ARF1 GTP hydrolysis, GDP FP detection; inhibition, % at 16.5 µM; actives 0.26% (n = 360,000); AID 651572;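 active means inhibition above a per-plate limit, mean inhibition of low control wells plus 3 SD, cut at about 25% in these data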;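 further: 0% = DMSO wells with enzyme and 100% = wells lacking Arfgap1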
Target sequence (Q62848 1-136 limits assumed): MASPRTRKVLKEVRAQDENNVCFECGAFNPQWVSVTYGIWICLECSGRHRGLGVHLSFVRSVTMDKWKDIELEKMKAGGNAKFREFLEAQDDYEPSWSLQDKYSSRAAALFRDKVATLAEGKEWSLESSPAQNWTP
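Assay system: Rat Arfgap1 GAP domain (His6, aa 1-136), purified enzyme | Buffer or medium: HEPES 25 mM pH 7.5, NaCl 150 mM, MgCl2, DTT | Schedule: GTP hydrolysis reaction 2 h at 25 °C | Signal: FP of antibody-bound GDP Alexa 633 tracer, ex 620/em 688 nm | Measure: Percent inhibition of Arfgap1-stimulated GTP hydrolysis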
GAA850 FXN act: increases GAA850 frataxin promoter reporter activity. HEK293 lucGAA850 FXN promoter luciferase reporter, 24 h; percent of 10 µM SAHA response. activation, % at 6 µM. actives 0.56% (n = 360,000). AID 540364;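 active means activation above the average of all compounds screened plus 3 SD, cutoff fixed separately per campaign, cut at about 7.5% in these data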;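 further: 0% = DMSO wells and 100% = 10 µM SAHA wells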
NPR1 activator: GC-A (human) enzyme activation; activation, % at 10 µM; actives 0.14% (n = 370,000); P16066; HEK293 GC-A cells, cGMP TR-FRET, EC30 ANP; 0% at EC30 ANP, 100% saturating ANP; in the data active means activation above about 40%
ADAM10 inh: inhibits human ADAM10; recombinant ADAM10, EDANS/DABCYL FRET peptide cleavage, 3 h; actives 0.62% (n = 370,000); inhibition, % at 7 µM; O14672; AID 720582;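 active means inhibition above a per-campaign cutoff equal to the mean of compounds falling between control-based bounds plus 3 SD, cut at about 20% in these data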;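 further: 0% = DMSO wells while the 100% control is not disclosed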
proKLK7 act: activates the human kallikrein-7 zymogen. activation, % at 7 µM. actives 0.9% (n = 370,000). purified proKLK7, EDANS-DABCYL substrate fluorescence; 100% is mature enzyme control, 0% vehicle. AID 652039. P49862;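 active means activation above the mean of all tested compounds plus 3 SD, computed per campaign excluding outliers beyond control limits, cut at about 13% in these data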
Target sequence (P49862 whole entry, looked up): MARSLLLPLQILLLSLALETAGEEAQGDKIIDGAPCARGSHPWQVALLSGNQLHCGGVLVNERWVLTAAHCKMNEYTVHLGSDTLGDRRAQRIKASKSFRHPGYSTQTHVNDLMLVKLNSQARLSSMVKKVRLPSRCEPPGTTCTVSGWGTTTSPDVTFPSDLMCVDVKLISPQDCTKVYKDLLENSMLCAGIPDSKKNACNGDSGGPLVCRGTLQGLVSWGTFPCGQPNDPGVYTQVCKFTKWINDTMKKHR
sPLA2-III inh: Blocks human group III sPLA2 activity. QFRET BODIPY PC-A2 liposome hydrolysis, fluorescence. Q9NZ20. AID 743126. inhibition, % at 12.2 µM. actives 0.56% (n = 370,000);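 active means inhibition above mean plus 3 SD of compounds lying within the high and low control bounds, cut at about 19% in these data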;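 further: 0% = median of test compound wells and 100% = no enzyme DMSO wells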
Target sequence (Q9NZ20 whole entry, looked up): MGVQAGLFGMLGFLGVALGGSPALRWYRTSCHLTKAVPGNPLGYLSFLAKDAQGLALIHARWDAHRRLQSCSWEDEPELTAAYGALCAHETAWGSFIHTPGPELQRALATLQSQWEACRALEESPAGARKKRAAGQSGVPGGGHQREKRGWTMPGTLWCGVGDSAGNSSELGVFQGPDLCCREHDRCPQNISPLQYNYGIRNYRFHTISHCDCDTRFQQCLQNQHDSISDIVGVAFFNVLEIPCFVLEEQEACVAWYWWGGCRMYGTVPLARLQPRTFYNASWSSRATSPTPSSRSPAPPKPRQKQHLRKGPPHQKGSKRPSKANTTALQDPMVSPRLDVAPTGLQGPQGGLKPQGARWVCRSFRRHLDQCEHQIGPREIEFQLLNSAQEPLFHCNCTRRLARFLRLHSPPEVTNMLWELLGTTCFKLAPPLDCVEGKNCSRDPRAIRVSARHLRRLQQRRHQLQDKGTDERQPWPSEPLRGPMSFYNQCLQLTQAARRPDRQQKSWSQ
rCAG binder: molecules binding r(CAG) RNA repeats | r(CAG) RNA repeat, TO-PRO-1 dye displacement fluorescence | inhibition, % at 3 µM | actives 1.3% (n = 370,000) | AID 651821;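 active means inhibition above the plate cutoff, the mean of all test compounds on that plate plus 3 SD, cut at about 35% in these data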;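 further: 0% = DMSO alone and 100% = 100 µM mitoxantrone as full dye displacement; higher means more dye released from RNA so lower well fluorescence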
* = called active by the depositor; i = inactive; x = no result given.

SMILES | Tn6 DDE FP | NPR2 activator | ASAP1 GAP inh | ARFGAP1 inhibitor | GAA850 FXN act | NPR1 activator | ADAM10 inh | proKLK7 act | sPLA2-III inh | rCAG binder
CN(C(=O)c1cccc(NC(=O)Cc2ccc(NC(=O)C3CCCN(C(=O)C4CCCC4)C3)cc2)c1)C1CCCC1 (stereo not drawn) | -0.3 | 0.5 | -10.1 | -7.8 | -1.1 | 3.0 | -0.1 | 0.2 | -18.2 | 3.3
O=C(Nc1ccc(Oc2ccc(NC(=O)C3CCCO3)cc2)cc1)C1CCCO1 (stereo not drawn) | 1.6 | 0.0 | 21.1 | 6.3 | -0.9 | 7.8 | -15.4 | -0.6 | 15.7 | 1.3
CCOC(=O)[C@@]12CCCC=C1N(CCc1ccc(Cl)cc1)C(=O)[C@H]2CC(=O)NCc1ccccc1 | -1.1 | -1.9 | x | x | x | -0.2 | 10.1 | -0.3 | -18.1 | 7.5
COc1ccc(C(C)=O)cc1COC(=O)CNC(=O)c1ccc(Cl)cc1 | -4.5 | -7.0 | -2.5 | 5.9 | 0.2 | 4.9 | 8.2 | -0.2 | -6.2 | -0.3
Cc1ccccc1-n1c(SCC(=O)N2CCOCC2)nc(O)cc1=O | -3.5 | 6.4 | 6.9 | -5.7 | 0.1 | -4.0 | 4.4 | 0.1 | 1.3 | 8.1
Cc1ccc(C(=O)OCC(=O)Nc2cccc(S(=O)(=O)N3CCCCC3)c2)o1 | -8.0 | 2.0 | 9.8 | -16.1 | -1.1 | -0.4 | -3.9 | 0.1 | -5.5 | 2.4
O=C(CCc1nc2ccccc2c(=O)[nH]1)N1CCN(C/C=C/c2ccccc2)CC1 | 8.0 | -3.2 | -6.1 | -3.3 | -3.7 | -0.6 | -15.3 | -0.1 | -3.7 | 0.1
COc1ccc(NS(=O)(=O)c2cccc(C(=O)N3CCCCCCC3)c2)cc1 | 3.5 | -0.2 | 3.5 | 1.5 | 0.5 | -4.1 | -13.0 | -0.7 | -1.9 | -3.3
COc1ccc(S(=O)(=O)Nc2c(C)n(C)n(-c3ccccc3)c2=O)c(Cl)c1Cl | -1.2 | 1.0 | -0.1 | -3.9 | 0.2 | 2.8 | -1.9 | -0.3 | -3.8 | -0.6
Cc1nn(-c2ccccc2)c(Cl)c1/C=N/NC(=O)c1ccnn1C | 0.4 | -4.7 | -5.3 | 6.5 | 7.7* | 4.0 | -7.0 | 0.4 | -1.0 | -2.9
COc1ccc(-c2cc(=O)c3ccc(O)cc3o2)cc1OC | -6.9 | 1.0 | -10.2 | -5.1 | -0.1 | 5.2 | i | 120.6* | -2.4 | 6.6
COc1cc(NC(=O)Nc2nc(C(N)C3CCCCC3)cs2)cc(OC)c1OC (stereo not drawn) | -6.2 | 0.4 | 10.6 | -1.3 | -4.4 | -1.9 | -7.8 | 0.1 | 15.1 | 30.6
COc1ccccc1NC(=O)CSc1nnc(-c2ccco2)o1 | -0.9 | 1.0 | -7.9 | 8.9 | 0.7 | -1.3 | 9.4 | -0.9 | -2.4 | -0.4
COc1ccccc1N1CCN(C(=O)c2cc(-c3ccco3)on2)CC1 | 12.4 | -0.5 | 7.9 | 4.1 | 2.3 | -1.2 | -0.2 | 0.6 | -5.2 | 8.0
COC(=O)c1c(NC(=O)CSc2nnc(C)c(=O)[nH]2)sc(C)c1C | 3.7 | -1.6 | -5.0 | -9.8 | 0.6 | -0.8 | 0.2 | 0.4 | -4.0 | 13.6
Cc1c(C)n(Cc2ccccc2)c2ccc(C(=O)NCCCN3CCOCC3)cc12 | 2.6 | 9.4 | -9.4 | -8.0 | -0.2 | 3.0 | -16.6 | 0.1 | -14.0 | -5.5
COc1ccc(OCc2cc(C(=O)NCCN3CCCC(O)C3)no2)c(Cl)c1 (stereo not drawn) | -7.9 | 2.3 | 4.2 | -6.2 | 2.5 | 1.8 | -11.5 | -0.1 | -4.2 | -6.2
Cc1cc(C)c(CN2CCCC(CNC(=O)c3ccc(F)cc3)C2)c(-n2cccn2)c1 (stereo not drawn) | -2.3 | -4.7 | -4.3 | 8.8 | 0.5 | -11.7 | 0.1 | 0.1 | 1.4 | -3.7
CCOC(=O)c1cnn(Cc2ccccc2)c1N | -0.3 | 2.3 | -7.8 | 11.0 | 3.4 | 3.9 | 8.5 | -0.4 | -0.3 | 0.5
COc1ccc2cc(C(=O)N3CCN(c4ccc(F)cc4)CC3)[nH]c2c1 | -5.1 | -3.7 | 4.6 | -1.4 | -1.2 | -1.0 | -17.4 | -1.0 | 5.8 | -0.4
CSc1ncccc1C(=O)N1CCCC(Nc2ccc(F)c(F)c2)C1 (stereo not drawn) | -2.5 | -2.6 | -7.7 | -5.0 | -1.6 | 0.9 | -1.2 | 0.5 | -4.9 | 0.6
Cn1c(N)c(C(=O)CSc2nc3ccccc3[nH]2)c(=O)n(C)c1=O | 4.4 | -4.7 | -6.3 | -1.2 | -0.3 | 12.0 | -0.3 | 0.5 | 0.0 | 1.6
COc1cc([N+](=O)[O-])cc(/C=N\NC(=O)C2COc3ccccc3O2)c1O (stereo not drawn) | -7.0 | 0.4 | -1.9 | -7.5 | -2.7 | 0.8 | 14.7 | -0.6 | 5.5 | 24.2
O=C(Cc1ccc(F)cc1)Nc1ccc(F)c([N+](=O)[O-])c1 | 8.8 | -1.9 | 2.6 | 1.9 | 1.5 | -0.6 | 11.8 | -0.3 | 0.2 | 5.8
COc1ccc(NC(=O)CSc2ccc3c(c2)OCCO3)cc1OC | 10.1 | -5.0 | -4.6 | 3.8 | 0.9 | -0.7 | -9.8 | 0.2 | 0.6 | -6.5
O=C(C1CCCO1)N1CCN(Cc2c(O)ccc3ccccc23)CC1 (stereo not drawn) | 3.4 | -0.5 | 7.2 | 4.6 | 0.7 | 4.8 | -50.6 | 0.9 | -1.0 | -1.9
COc1ccc(-c2noc(CCC(=O)Nc3nc4ccccc4s3)n2)cc1 | -6.0 | -3.3 | 9.6 | 14.0 | x | 1.9 | -3.5 | 0.2 | 12.9 | 8.6
COC(=O)C1=CN(CCCN2CCCC2=O)C=C(C(=O)OC)C1c1ccccc1C(F)(F)F | -7.3 | 5.2 | -5.8 | 11.8 | 0.8 | -2.4 | i | 9.1 | 8.1 | -1.6
O=C(O)C(Cc1ccccc1)N1C(=O)c2ccccc2C1=O (stereo not drawn) | 3.1 | 2.3 | -2.9 | -2.3 | 0.9 | 0.5 | -3.4 | -0.1 | -1.4 | 1.1
O=C(OCCN1C(=O)CCC1=O)c1ccc(S(=O)(=O)N2CCCCC2)cc1 | 1.7 | 3.0 | 2.3 | -0.1 | -0.1 | 1.2 | -6.3 | 0.0 | -0.5 | -7.0
O=C(CN1CCOCC1)Nc1ccc(N2CCN(c3ccccc3)CC2)c(F)c1 | 1.6 | 4.0 | 0.3 | 19.1 | -4.4 | 3.6 | -4.6 | 0.3 | 5.2 | -3.5
O=C(Cn1c(=O)oc2cc(S(=O)(=O)N3CCCC3)ccc21)N1CCN(c2ccccc2)CC1 | 1.7 | 6.7 | -4.5 | -2.5 | -0.8 | 1.5 | -13.1 | -0.2 | 0.2 | 1.4
COc1ccc(C2Nc3ccccc3C(=O)N2c2ccc(C)cc2)cc1Cn1nc(C)c([N+](=O)[O-])c1C (stereo not drawn) | -4.7 | -1.7 | -0.8 | 1.8 | 6.7 | -1.2 | -2.5 | -0.3 | -6.3 | 9.6
CCCc1nc(SCC(=O)NNC(=O)c2ccc(OC)cc2)c2ccccc2n1 | -3.6 | 0.5 | -4.0 | 0.3 | 0.4 | -2.7 | -6.5 | 0.0 | -9.2 | -2.8
CC(C)NC(=O)[C@@H]1CSC2c3ccccc3C(=O)N21 (stereo partly drawn) | -13.9 | 1.4 | 2.5 | -12.8 | 0.5 | -4.9 | 6.8 | -1.1 | 0.6 | 4.4
Cc1onc(-c2c(F)cccc2Cl)c1C(=O)N1CCCC1 | -0.6 | -3.8 | -5.3 | 4.2 | 2.0 | 3.6 | -10.1 | 0.6 | 9.2 | -3.2
Cc1ccccc1-n1c(=O)cc(N2CCCCCC2)[nH]c1=O | -8.9 | 0.1 | -19.2 | -8.4 | 0.8 | -0.4 | -5.2 | -0.6 | 1.6 | 0.2
COc1ccc2c(c1)[nH]c1c(=O)n(CCCN3CCOCC3)cnc12 | -4.6 | 2.7 | -16.5 | -3.3 | 1.0 | 1.8 | -2.9 | -0.5 | 8.8 | -0.4
Cc1cc(C)cc(C(=O)NCCCc2ccccc2)c1 | 3.1 | -2.1 | 4.8 | 10.7 | 1.0 | 0.6 | -15.2 | -0.2 | -8.1 | -6.0
Nc1nc(C(=O)N2CCOCC2)nn1C(=O)c1ccc(Cl)cc1 | -6.5 | 5.7 | 4.3 | 2.6 | 1.8 | 6.6 | -9.7 | 0.1 | -1.1 | -2.0

Compounds from the list above that have a nitro group on carbon, in the order listed:
SMILES | Tn6 DDE FP | NPR2 activator | ASAP1 GAP inh | ARFGAP1 inhibitor | GAA850 FXN act | NPR1 activator | ADAM10 inh | proKLK7 act | sPLA2-III inh | rCAG binder
COc1cc([N+](=O)[O-])cc(/C=N\NC(=O)C2COc3ccccc3O2)c1O (stereo not drawn) | -7.0 | 0.4 | -1.9 | -7.5 | -2.7 | 0.8 | 14.7 | -0.6 | 5.5 | 24.2
O=C(Cc1ccc(F)cc1)Nc1ccc(F)c([N+](=O)[O-])c1 | 8.8 | -1.9 | 2.6 | 1.9 | 1.5 | -0.6 | 11.8 | -0.3 | 0.2 | 5.8
COc1ccc(C2Nc3ccccc3C(=O)N2c2ccc(C)cc2)cc1Cn1nc(C)c([N+](=O)[O-])c1C (stereo not drawn) | -4.7 | -1.7 | -0.8 | 1.8 | 6.7 | -1.2 | -2.5 | -0.3 | -6.3 | 9.6

Additional entries:
SMILES | Tn6 DDE FP | NPR2 activator | ASAP1 GAP inh | ARFGAP1 inhibitor | GAA850 FXN act | NPR1 activator | ADAM10 inh | proKLK7 act | sPLA2-III inh | rCAG binder
O=C(c1ccco1)N1CCN(c2ccc(Cl)c(Cl)c2)CC1 | 1.2 | -7.1 | -9.8 | 5.3 | 1.4 | 2.5 | 0.8 | 0.0 | -0.5 | -1.6
COc1ccc(NC(=O)CN(C)S(=O)(=O)c2ccc3c(c2)c(=O)n(C)c(=O)n3C)cc1 | 7.4 | 1.7 | -4.4 | -4.9 | 1.6 | 4.7 | -4.8 | 0.0 | 4.7 | -0.9
CN(CC(=O)Nc1ccncc1)S(=O)(=O)c1ccc(Br)cc1 | -2.7 | 1.6 | -1.7 | 18.2 | -0.5 | -1.2 | 1.7 | -0.1 | 4.0 | -1.4
Cc1cccc(OCC(=O)N(Cc2ccco2)C2CCS(=O)(=O)C2)c1 (stereo not drawn) | 7.7 | -2.6 | 10.6 | 12.3 | -0.6 | -0.1 | -7.1 | -0.6 | 0.8 | 4.0
CN1CCN(S(=O)(=O)c2cccc(C(=O)N(Cc3nnc(-c4ccc(Cl)cc4)o3)C3CC3)c2)CC1 | -3.3 | 0.5 | 5.3 | -7.1 | -0.3 | 3.9 | -1.0 | 0.2 | -0.7 | -2.2
Cn1c(NCc2ccccc2)cc(=O)n(C)c1=O | 3.9 | 2.7 | -10.9 | 14.8 | 2.4 | -2.2 | -12.4 | 0.0 | -5.1 | -1.7
